# From PubChem
# TDP43 rescue: TDP-43 toxicity inhibition in yeast. hit rate 1.8% among 410,000. AID 652104. Potency, µM (titrated, usually from 46.1 µM), for the others: top-dose growth rescue (activation), actives largely listed as activators. TDP-43 expressing yeast growth rescue, BacTiter-Glo, 24 h; further: % of control where 0% means no effect; nearly all actives have a fitted effect of over 50% in size
#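 In this qHTS, compounds that restore growth of yeast expressing TDP-43 appear as activators. Cells (OD600=0.02, galactose medium, raffinose-pregrown) are incubated with compound 24 hr at 30 deg C and growth is quantified by BacTiter-Glo.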
# PTHR1 ag: agonists of human PTHR1 parathyroid hormone receptor | Q03431 | HEK293 GP2 PTHR1 cells, GloSensor cAMP luminescence, 1 h | Potency, µM (titrated, usually from 115 µM), for inactives: at the highest dose activation, hits mostly activators | hit rate 0.075% among 410,000; further: nearly all actives have a fitted effect of over 55% in size; some results filed as inactive show a strong effect at the top dose; inactives centre near -15; many of its hits are not listed in these tables
# Target sequence (Q03431 whole entry, looked up): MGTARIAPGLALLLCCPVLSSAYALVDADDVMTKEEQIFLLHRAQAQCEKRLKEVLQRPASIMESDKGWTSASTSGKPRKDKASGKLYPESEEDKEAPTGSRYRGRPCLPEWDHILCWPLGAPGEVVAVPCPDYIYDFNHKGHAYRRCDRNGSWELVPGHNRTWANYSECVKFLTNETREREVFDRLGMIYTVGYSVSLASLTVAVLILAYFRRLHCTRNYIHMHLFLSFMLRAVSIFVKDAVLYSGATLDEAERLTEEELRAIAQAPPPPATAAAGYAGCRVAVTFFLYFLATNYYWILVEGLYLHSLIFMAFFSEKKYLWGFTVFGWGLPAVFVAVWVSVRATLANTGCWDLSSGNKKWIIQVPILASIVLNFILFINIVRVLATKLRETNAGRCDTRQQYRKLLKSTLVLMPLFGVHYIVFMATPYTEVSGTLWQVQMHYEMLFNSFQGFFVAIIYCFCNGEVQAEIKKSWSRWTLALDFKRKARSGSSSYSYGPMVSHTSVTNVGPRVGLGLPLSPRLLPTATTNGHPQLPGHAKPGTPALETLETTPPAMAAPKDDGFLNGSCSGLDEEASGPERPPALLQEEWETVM
#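 HEK-293-derived GP2 cells expressing PTHR1 and a GloSensor cAMP reporter, 3,000/well, plated overnight, given luciferin plus IBMX (each 0.5 mM as added) for 1 h at 37 °C, then compound for 1 h at 37 °C. Luminescence was read after 15 min at room temperature.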
# FUS yeast rescue: FUS proteinopathy suppression in yeast; S. cerevisiae FUS-expressing, growth rescue, OD600, 24 h; Potency, µM (doses to about 76.6 µM), without a hit: at the top dose growth rescue (activation), hits mostly activators; hit rate 0.24% among 390,000; AID 1347120;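 further: plate controls were DMSO vehicle for no effect and reference control for full effect; nearly all actives have a fitted effect of over 55% in size; some results filed as inactive show a strong effect at the top dose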
#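 Compound concentration series was pinned onto galactose-induced FUS-expressing yeast seeded at OD 0.005. Plates sat 24hr at 30C; absorbance at 600 nm gave growth. DMSO served as background control.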
# * hit, by the source's call; i = inactive; ? = inconclusive; [ ] = another dose, or the depositor's remark. The call rests on the fitted dose curve; in most records, active means well fitted curve in the direction sought with a large enough effect; inconclusive means small, poorly fitted or top-dose-only effect, or another doubt; inactive means no such curve, though single readings can be large; an effect the other way counts as inactive or inconclusive. Potency means the concentration at half of the fitted maximal effect.
SMILES,TDP43 rescue,PTHR1 ag,FUS yeast rescue
COc1ccc(-c2ccc(=O)n(CC(=O)Nc3ccc(OC)c(OC)c3)n2)cc1,-6%,i,13%
CN(C)c1ccc(C(CNS(=O)(=O)c2ccc(F)cc2F)N2CCOCC2)cc1 (stereo not drawn),0%,-25%,-12%
Cc1cc(O)c(C(c2ccc(F)cc2)N2CCCCC2)c(=O)n1Cc1ccco1 (stereo not drawn),11%,-7%,?
CCCCN(Cc1ccccc1)S(=O)(=O)c1cc(Br)cc2c1N(C(C)=O)CC2,7%,-11%,-18%
CCc1ccc(CNC(=O)C2CCN(C(=O)c3ccc(-n4ccc5ccccc54)s3)CC2)cc1,?,-3%,-7%
CCOCCCNC(=O)C1CCN(c2cc(C)nc3c(-c4ccc(Cl)cc4)c(C)nn23)CC1,12%,-9%,-26%
CNC(=O)c1ccc2nc(CCc3ccccc3)oc2c1,18%,-11%,-7%
COC(=O)c1c(-c2cccs2)csc1NC(=O)c1ccc(C)cc1,11%,-7%,-14%
CN1CCN(C(CNC(=O)C(=O)Nc2cccc(Cl)c2)c2ccc3c(c2)OCO3)CC1 (stereo not drawn),18%,-17%,8%
CC(=O)c1cc(-c2ccc(F)cc2)n(CCC(=O)NCc2ccccc2C)c1C,?,i,42%
COc1cccc(-c2ccnc3c(-c4ccccc4)c(C)nn23)c1,?,-32%[inhibitor],?
COc1ccc(NC(=O)CCn2c(=O)c3cccn3c3cccnc32)cc1Cl,9%,i,-25%
Cc1ccc(C)c(N2CCN(c3ccc(NC(=O)c4cccs4)cc3C(=O)O)CC2)c1,2%[9.22 µM],-16%,-5%
Cc1ccc(-n2c(=O)c3cccnc3n2CC(=O)Nc2cccc(C)c2C)cc1,10%,i,-9%
O=C(O)Cc1sc(Nc2ccccc2)nc1-c1ccccc1,10%,i,4%
COc1cccc(-c2nnc(SCC(=O)N3CCCCC3)o2)c1,29%,-5%,28%
CCOc1ccc(-n2ccn3c(CC(C)CC(=O)O)nnc3c2=O)cc1 (stereo not drawn),18%,i,-3%
COc1ccc(C)cc1NC(=O)COCc1cc(-c2ccc(F)cc2)on1,35µM*,0%,?
Cc1ccc2sc(N(Cc3cccnc3)C(=O)C3COc4ccccc4O3)nc2c1C (stereo not drawn),11%,-8%,-10%
O=C(Cn1c(=O)n(-c2ccc(Cl)cc2)c(=O)c2c3c(sc21)CCC3)c1ccc(F)cc1,16%,i,6%
COc1cc(NC(=O)CCc2c(C)nc3cc(-c4ccccc4)nn3c2C)cc(OC)c1OC,25%,-11%,-9%
CCc1ccc(NC(=O)C(=O)NCC(c2cccnc2)N2CCOCC2)cc1 (stereo not drawn),9%,-7%,-2%
Cc1cc2c(cc1NS(=O)(=O)c1ccc(F)cc1)n(C)c(=O)c(=O)n2C,24%,-7%,-11%
Cc1ccc2c(c1)c1c(c(=O)n(-c3ccccc3C)c(=O)n1CC(=O)NCCC1=CCCCC1)n2C,?,i,5%
CCn1cc(C(=O)NCCc2ccc(C)cc2)c(=O)c2cc(S(=O)(=O)N3CCC(C)CC3)ccc21,8%,21%,-15%
# Continuation.
SMILES,TDP43 rescue,PTHR1 ag,FUS yeast rescue
Cc1ccc(C)c(N2CCN(C(=O)CCS(=O)(=O)c3cc(Br)cc4c3N(C(=O)C3CC3)CC4)CC2)c1,1%,-9%,?
O=C(COc1ccccc1)Nc1ccccc1OCc1cc(=O)n2ccccc2n1,?,-6%,-14%
O=C(NCCc1ccccc1)c1ccc2c(c1)CCN2S(=O)(=O)c1ccc(Br)cc1,16%,i,-2%
O=C(NCc1ccccc1F)c1ccc(CN2CC(=O)N3CCCCC3C2=O)cc1 (stereo not drawn),-1%,i,-3%
COc1ccccc1N1CCN(Cc2nc(-c3cc(OC)c(OC)c(OC)c3)no2)CC1,19%,-33%[inhibitor],24%
COc1ccc(-c2nc3ccccc3s2)cc1NC(=O)c1ccc(F)cc1,12%,i,-18%
O=C(NCCc1ccc(Cl)cc1)C(=O)NCC(c1ccco1)S(=O)(=O)c1cccs1 (stereo not drawn),14%,-78%[inhibitor],11%
CCn1ccc2c(OCC(=O)NCc3ccc(C)cc3)cccc2c1=O,0%,-19%,21%
COc1cccc(-c2ccc3c(N)c(C(=O)Nc4ccc(Cl)cc4F)sc3n2)c1,4%,-2%,-17%
Cc1ccccc1C(=O)OCc1cc(=O)n2nc(C(C)C)sc2n1,?,i,17%
C#CCSc1nc2sc3c(c2c(=O)n1-c1cccc(OC)c1)CCN(C(C)=O)C3,21%,i,?
CCN(C(=O)c1cn(CC)c(=O)c2cc(OC)c(OC)cc12)c1ccccc1F,3%,-19%,-17%
Cc1ccc2c(c1)N(C(=O)N1CCC(C(=O)Nc3cccc(F)c3)CC1)CCO2,?,i,34%
CCCCC(CC)CNC(=O)CN(C)S(=O)(=O)c1ccc2c(c1)c(=O)n(C)c(=O)n2C (stereo not drawn),17%,-8%,-14%
CC(=O)c1cccc(NC(=O)CCc2nc3cccnc3n2Cc2cccs2)c1,0%,-6%,1%
CC(=O)N1CCc2c(sc(NC(=O)CSc3ccc(C)cc3)c2-c2nc3ccccc3s2)C1,-3%,i,8%
COc1ccccc1Cn1cc(C(=O)c2ccccc2)c(=O)c2cc(OC)c(OC)cc21,23%,-55%[inhibitor],22%
CCOC(=O)C1CCN(C(=O)CN2c3ccc(CC)cc3-c3ccccc3S2(=O)=O)CC1,19%[9.22 µM],i,30%
O=c1c2sc3ccccc3c2n(Cc2ccc(Cl)cc2)c(=O)n1Cc1ccco1,?,-8%,-7%
CCOC(=O)c1c(C)[nH]c(C)c1S(=O)(=O)N1CCCC(C(=O)N2CCN(c3cccc(C)c3C)CC2)C1 (stereo not drawn),27%,-70%[inhibitor],17%
COc1cccc(C(=O)CC2(O)C(=O)N(Cc3ccccc3)c3ccccc32)c1 (stereo not drawn),26%,i,26%
COc1ccc(-c2cn3c(n2)sc2cc(C(=O)NC(C)C45CC6CC(CC(C6)C4)C5)ccc23)cc1 (stereo not drawn),12%,?,9%
CCN(CC)c1nn2c(=O)c(C(=O)NCCc3ccccc3)cnc2s1,?,i,17%
Cc1ccc(-n2ncc3c(Nc4ccccc4C)ncnc32)cc1,7%,-86%[inhibitor],-8%
Cc1ccc(C(=O)c2cn(Cc3cccc(C)c3)c3nc(C)ccc3c2=O)cc1,20µM*,-16%,0%
# Other records follow:
SMILES,TDP43 rescue,PTHR1 ag,FUS yeast rescue
COC(=O)C1=C(C)N(C(C)C)C(=O)C1(NC(=O)c1ccccc1OC)C(F)(F)F (stereo not drawn),?,i,29%
Cc1ccc(Cl)cc1-n1ncc2c(NC3CCCCCC3)ncnc21,14µM*,-86%[inhibitor],-6%
COc1ccc(C)cc1NC(=O)CN(c1cc(C(F)(F)F)ccc1Cl)S(C)(=O)=O,27%,-11%,34%
Cn1c(=O)n(CCCc2ccccc2)c(=O)c2c1nc1n2CCN1c1ccccc1,0%,-19%,-25%
CCOc1ccccc1-n1nnc(-c2nc(-c3ccccc3)no2)c1N,0%,-21%,-13%
CCOC(=O)c1cccc(NC(=O)CCn2nc(C)c3c(C)n(-c4ccccc4)nc3c2=O)c1,16%,i,-9%
Cc1ccccc1S(=O)Cc1ccc(C(=O)N2CCN(c3cccc(C)c3C)CC2)o1 (stereo not drawn),35µM*,-26%,38%
CCCSc1ncc(Cl)c(C(=O)Nc2sc(C(C)=O)c(C)c2C(=O)OCC)n1,0%,-7%,-13%
CC(C)(C)C(=O)NCC(c1ccc2c(c1)OCO2)N1CCOCC1 (stereo not drawn),-4%,i,-11%
COc1cccc(C(=O)NC2=NC(c3ccc(N(C)C)cc3)CC(=O)N2)c1 (stereo not drawn),24%,-13%,2%
COc1ccc(Cl)cc1NC(=O)CN1C(=O)C(C)(C)c2cc(S(=O)(=O)N3CCCCC3)ccc21,15%,i,?
Cc1ccc2nc(CN3CCN(C(=O)Nc4cccc(C)c4C)CC3)oc2c1,28%,i,21%
COCCCNC(=O)c1ccc2c(c1)N(Cc1ccccc1)C(=O)c1ccccc1S2,?,-5%,39%
COc1ccc(Cl)cc1NC(=O)Cn1nc(C(F)(F)F)c2c1CCCC2,21%,-8%,8%
CCc1ccc(N(CC)C(=O)Cn2c(=O)oc3ccccc32)cc1,22%,-4%,-5%
CCN1c2ccccc2-c2nc(SCC(=O)Nc3c(C)cc(C)cc3C)ncc2S1(=O)=O,16%,i,-13%
COc1ccc(Cn2ccc3nc(C)c(C(=O)N4CCN(c5ccccc5)CC4)cc3c2=O)cc1,17%,i,-4%
Cc1ccc2c(CNCC(C)c3ccccc3)c(C(=O)O)n(Cc3ccccc3C)c2c1 (stereo not drawn),13%,i,-5%
CCN(C(=O)CSc1nc2ccccc2n1CC(=O)Nc1ccc(F)cc1F)c1ccccc1,3%,-36%,37%
CCCCNC(=O)CC1N=C2c3ccccc3N=C(SCC(=O)NCc3ccccc3Cl)N2C1=O (stereo not drawn),2%,-2%,-4%
CC(=O)c1ccc(NC(=O)/C=C/c2ccc(C)o2)cc1,22%,-28%,27%
CN1C(=O)Cc2cc(S(=O)(=O)NCc3ccc(Cl)cc3)ccc21,?,i,23%
CCCN(C(=O)c1cc2c(=O)[nH]c3ccc(C)cc3c2s1)c1ccc(CC)cc1,10%,-10%,7%
CCOc1ccc(CNC(=O)c2ccc3nc(CC)c(CC)nc3c2)cc1,11%,-6%,26%
O=S(=O)(Nc1ccc(-c2ccc(N3CCCCC3)nn2)cc1)c1ccc(OC(F)(F)F)cc1,-13%,-7%,?
# The list continues.
SMILES,TDP43 rescue,PTHR1 ag,FUS yeast rescue
CCn1c(C(=O)NCc2cc(Br)ccc2OC)cc2oc3ccccc3c21,5%,i,3%
COc1ccc(-c2nn(C)c3sc(C(=O)N4CCN(c5cc(Cl)ccc5C)CC4)cc23)cc1OC,0%,i,?
COc1ccccc1CN1C(=O)CN(C2CCCCCC2)C(=O)C1c1ccc(C)cc1 (stereo not drawn),-16%,-5%,2%
Cc1ccc(Nc2c(-c3ccc(Br)o3)nc3ccccn23)cc1,-8%,-64%[inhibitor],1%
CC(C)(C)OC(=O)N1CCC(c2c(C(=O)NC3CCCCC3)cnn2-c2ccc(F)cc2F)CC1,25%,-15%,34%
Cc1ccc(CNC(=O)C2CCCN(c3ncnc4onc(-c5ccc(F)cc5)c34)C2)cc1 (stereo not drawn),23%,i,39%
CC(=O)Nc1ccccc1-c1nc2ccccc2n(CC(=O)Nc2cccc(C(F)(F)F)c2)c1=O,22%,-8%,31%
COc1ccc(N2Cc3cccc(C(=O)Nc4ccc(C)cc4)c3C2=O)cc1,12%,i,11%
CCc1c(C)sc2c1CCN(C(=O)Nc1cc(C)cc(C)c1)C2c1ccccc1 (stereo not drawn),14%,i,-12%
Cc1cc(O)c(C(c2cccc(F)c2)N2CCN(c3ccccc3)CC2)c(=O)n1Cc1ccco1 (stereo not drawn),11%,i,30%
Cc1cc2c(cc1S(=O)(=O)N1CCC(C(N)=O)CC1)OCC(=O)N2,-1%,i,-1%
COc1cccc(-c2cc(C(=O)Nc3ccc(F)cc3)[nH]n2)c1,19%,-14%,-3%
CCN(CC)c1nc2ccccc2nc1C(=O)Nc1ccc(C(C)=O)cc1,27%,i,-16%
Cc1ccc(-n2nc(C)c3c(C)cc(=O)n(CC(=O)NC(C)c4ccccc4)c32)cc1 (stereo not drawn),-8%,-8%,28%

# A portion of the library, so the mix of outcomes need not match the whole.
